Screening data: PubChem BioAssay, The Scripps Research Institute Molecular Screening Center
M5 PAM: CHRM5 positive allosteric modulation. AID 624038. hit rate 0.3% among 360,000. CHO-K1 hM5, Fluo-8 calcium, ACh EC20 PAM; 0% = ACh EC20, 100% = ACh EC100. activation, % at 3 µM;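 active = activation above the run cutoff, the mean activation of all test compounds plus 3 SD, cut at about 18% in these data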
Target sequence (P08912 whole entry, looked up): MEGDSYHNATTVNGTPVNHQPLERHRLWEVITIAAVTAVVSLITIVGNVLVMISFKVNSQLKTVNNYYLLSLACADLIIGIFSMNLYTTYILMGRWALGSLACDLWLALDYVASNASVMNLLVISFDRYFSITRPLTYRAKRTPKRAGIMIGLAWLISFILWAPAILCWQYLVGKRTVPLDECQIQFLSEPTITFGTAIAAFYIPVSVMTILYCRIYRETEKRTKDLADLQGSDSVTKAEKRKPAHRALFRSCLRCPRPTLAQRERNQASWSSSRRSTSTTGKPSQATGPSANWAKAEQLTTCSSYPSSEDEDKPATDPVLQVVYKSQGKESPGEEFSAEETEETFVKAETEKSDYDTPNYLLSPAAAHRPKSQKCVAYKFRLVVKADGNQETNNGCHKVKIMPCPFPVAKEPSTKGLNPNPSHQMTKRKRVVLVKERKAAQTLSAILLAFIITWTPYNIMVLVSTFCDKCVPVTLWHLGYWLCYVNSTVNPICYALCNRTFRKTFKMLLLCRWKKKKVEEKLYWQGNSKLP
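system = human M5 receptor in CHO-K1 cells | reagent = EC20 acetylcholine as agonist stimulus | compound dosing = single-point, 3 µM nominal | incubation = Fluo-8 loading 80 min at 37 °C plus 30 min room temperature | detection = Fluo-8 calcium dye fluorescence, kinetic read | benchmarks = low control EC20 acetylcholine (0%), high control EC100 acetylcholine (100%)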
M5 ag: CHRM5 agonism in calcium assay; CHO-K1 hM5 cells, Fluo-8 calcium fluorescence; 0% DMSO wells, 100% maximal acetylcholine response; activation, % at 3 µM; hit rate 0.19% among 360,000; AID 624037;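 active = activation above the run's mean over test compounds plus 3 SD, cut at about 23% in these data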;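 note: signal is peak over basal fluorescence ratio across the kinetic read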
M4 PAM: positive allosteric modulators of human muscarinic M4 receptor. hit rate 0.4% among 360,000. CHO-K1 hM4/Gqi5, Fluo-8 calcium fluorescence, ACh EC20; 0% = ACh EC20, 100% = maximal ACh. activation, % at 3 µM. P08173;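 active = activation above its plate's cutoff, the mean activation of sample wells plus 3 SD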; note: some results filed as inactive read as strong as hits
Target sequence (P08173 whole entry, looked up): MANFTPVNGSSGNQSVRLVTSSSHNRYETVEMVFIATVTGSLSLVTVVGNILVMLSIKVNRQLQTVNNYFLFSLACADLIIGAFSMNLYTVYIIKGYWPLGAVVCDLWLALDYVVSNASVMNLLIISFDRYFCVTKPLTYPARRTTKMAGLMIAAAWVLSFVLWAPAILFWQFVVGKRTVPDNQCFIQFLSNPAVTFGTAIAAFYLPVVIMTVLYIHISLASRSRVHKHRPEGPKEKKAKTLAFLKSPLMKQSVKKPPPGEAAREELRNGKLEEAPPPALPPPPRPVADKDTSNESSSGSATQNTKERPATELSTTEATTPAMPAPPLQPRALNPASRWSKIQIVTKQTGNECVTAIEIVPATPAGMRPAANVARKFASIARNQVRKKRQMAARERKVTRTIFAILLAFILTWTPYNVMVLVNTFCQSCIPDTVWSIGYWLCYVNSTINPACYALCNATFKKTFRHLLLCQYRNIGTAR
CHRM4 agonist: agonists of human muscarinic M4 receptor (CHRM4) | CHO-K1 hM4/Gqi5, Fluo-8 calcium fluorescence; vehicle 0%, full acetylcholine response 100% | activation, % at 3 µM | P08173 | hit rate 0.14% among 360,000 | AID 624127;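 active = activation above the run mean over all test wells plus 3 SD, cut at about 32% in these data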;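 note: peak over basal fluorescence ratio per well then scaled between controls; 0% = DMSO wells and 100% = acetylcholine at EC100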
CHRM5 antagonist: CHRM5 antagonism in calcium assay; CHO-hM5 cells, Fluo-8 calcium fluorescence, ACh EC80; inhibition, % at 3 µM; hit rate 0.59% among 360,000; AID 624040;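 active = inhibition above a per-plate cutoff, the mean of that plate's test compounds plus 3 SD, cut at about 27% in these data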;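 note: 0% = acetylcholine EC80 with DMSO and 100% = DMSO without agonist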
CHRM4 antagonist: antagonists of human muscarinic M4 receptor (CHRM4); P08173; CHO-hM4 cells, ACh EC80, Fluo-8 calcium fluorescence; inhibition, % at 3 µM; hit rate 0.73% among 360,000; AID 624125;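 active = inhibition above its plate's cutoff, the mean inhibition of sample wells plus 3 SD, cut at about 27% in these data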;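 note: 0% = acetylcholine EC80 with DMSO and 100% = DMSO without agonist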
CHO-K1 Ca antag: M1 antagonist counterscreen hit in parental CHO-K1 cells | ATP-induced calcium, Fluo-8 fluorescence | inhibition, % at 3 µM | AID 602250 | hit rate 0.6% among 360,000;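 active = inhibition above a per-plate cutoff, the plate's mean sample inhibition plus 3 SD, cut at about 24% in these data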;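 note: 0% = DMSO plus EC80 ATP and 100% = DMSO alone without ATP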
M1 PAM parental: M1 PAM counterscreen hit in parental CHO-K1 cells. activation, % at 3 µM. ATP EC20, Fluo-8 calcium fluorescence; 0% at ATP EC20, 100% at ATP max. AID 602247. hit rate 0.02% among 360,000;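 active = activation above the run cutoff, the mean activation of all test compounds plus 3 SD, cut at about 40% in these data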;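 note: peak over basal fluorescence ratio in a 140 s read after ATP addition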
CHO-K1 Ca ag: M1 agonist counterscreen hit in parental CHO-K1 cells. Fluo-8 calcium fluorescence; scaled to maximal ATP response, vehicle zero. activation, % at 3 µM. hit rate 0.48% among 360,000; in the data active = activation above about 15%;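 note: untransfected CHO-K1 host cells lacking M1 receptor as counterscreen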
Numbers without * were called inactive. Rows were taken by chance, and some 2.7% of all compounds hit somewhere here.

A first look:
Order of values: M5 PAM | M5 ag | M4 PAM | CHRM4 agonist | CHRM5 antagonist | CHRM4 antagonist | CHO-K1 Ca antag | M1 PAM parental | CHO-K1 Ca ag
- O=C(Cc1ncc(C(F)(F)F)cc1Cl)NCc1cccnc1
→ -1 | -4 | -5 | 1 | 16 | 0 | -17 | 16 | 1.6
- CCOC(=O)C1=C(COC(=O)CCNS(=O)(=O)c2ccc(NC(C)=O)cc2)NC(=O)NC1C (configuration not stated)
→ -4 | 1 | 4 | 1 | 2 | -7 | 4 | -20 | -0.2

The listing, from the start:
Order of values: M5 PAM | M5 ag | M4 PAM | CHRM4 agonist | CHRM5 antagonist | CHRM4 antagonist | CHO-K1 Ca antag | M1 PAM parental | CHO-K1 Ca ag
- O=C(Cc1ncc(C(F)(F)F)cc1Cl)NCc1cccnc1
→ -1 | -4 | -5 | 1 | 16 | 0 | -17 | 16 | 1.6
- CCOC(=O)C1=C(COC(=O)CCNS(=O)(=O)c2ccc(NC(C)=O)cc2)NC(=O)NC1C (configuration not stated)
→ -4 | 1 | 4 | 1 | 2 | -7 | 4 | -20 | -0.2
- Cc1cccc(CSc2nn3c(=O)c(C)nnc3s2)c1
→ -1 | 1 | -7 | 5 | -8 | 0 | -2 | 22 | 4.2
- CCOCCCNC(=O)CN1CCN(Cc2ccccc2C)C1=O
→ -2 | 1 | 3 | 0 | 5 | -3 | -1 | 22 | 0.6
- Cc1ccc(Cl)cc1N1CCN(C(=O)C(C)n2ncn3cccc3c2=O)CC1 (configuration not stated)
→ -15 | 3 | -7 | 20 | 3 | -26 | -1 | 16 | 5.0
- CCOC(=O)c1sc(-c2ccccn2)nc1C
→ 2 | -3 | 1 | 1 | 7 | -9 | -2 | 17 | 16*
- Nc1cc(N)nc(SCC(=O)c2ccc3c(c2)NC(=O)CO3)n1
→ 2 | 2 | 0 | -1 | 3 | 0 | -1 | -1 | 0.4
- O=C1c2ccccc2C(=O)N1CCCCSc1nc2ccccc2o1
→ -5 | -5 | 15 | 4 | -8 | -9 | -8 | 11 | 1.0
- C=CCn1c(SCC(=O)c2ccc(O)c(O)c2)nnc1-c1cccnc1
→ -3 | 3 | 0 | 0 | 2 | 0 | -8 | 16 | 0.3
- C[C@H]1Cn2cnc(C(=O)Nc3ccc(CNC(=O)OC(C)(C)C)cc3)c2C(=O)N1
→ 0 | 1 | 8 | 1 | -6 | -13 | -13 | 12 | 0.9

(list continues)
Order of values: M5 PAM | M5 ag | M4 PAM | CHRM4 agonist | CHRM5 antagonist | CHRM4 antagonist | CHO-K1 Ca antag | M1 PAM parental | CHO-K1 Ca ag
- COc1cc(/C=N/NC(=O)c2[nH]nc3c2CCc2ccccc2-3)ccc1O
→ -5 | 3 | -3 | 6 | -1 | -5 | 12 | 9 | 1.5
- CCCOc1ccc(C(=O)C(CCC(CNCC)C(=O)c2ccc(OCCC)cc2)CNCC)cc1 (configuration not stated)
→ -3 | -9 | -15 | 9 | -2 | 14 | 7 | 5 | 0.9
- CC1(C)C(C(=O)OCC(Cl)(Cl)Cl)N2C(=O)C(NC(=O)Cc3ccccc3)C2S1=O (configuration not stated)
→ -2 | 10 | -2 | 14 | -2 | 3 | 4 | -2 | 3.5
- COc1cccc(N2CCN(S(=O)(=O)c3ccc4c(c3)NC(=O)CS4)CC2)c1
→ -2 | 1 | -6 | 7 | -4 | 3 | -13 | 4 | 2.5
- CC12CCC(=O)N1C(C(=O)NNC(=O)COc1ccccc1F)CS2 (configuration not stated)
→ 3 | 4 | 7 | 0 | 1 | 1 | -4 | 24 | 0.5
- Nc1nc(SCc2ccccc2Cl)ns1
→ -1 | -2 | 1 | 1 | -6 | -6 | -2 | 7 | 0.4
- COc1ccc(N=[N+]([O-])c2ccc(OC)cc2)cc1
→ -5 | 2 | 0 | -1 | 10 | 15 | -13 | 15 | -0.3
- N#Cc1ncc(-c2ccc3c(c2)OCCOCCOCCOCCOCCO3)nc1C#N
→ 0 | -2 | 2 | 1 | -3 | 9 | -5 | 17 | 0.7
- COc1ccc(-n2nnnc2SCC(=O)N(C)C2CCS(=O)(=O)C2)cc1 (configuration not stated)
→ -6 | 2 | 7 | 1 | 19 | -4 | -5 | 14 | 0.2
- Cc1cccc(C(=O)Nc2ccn(C)n2)c1
→ -1 | 3 | 5 | 1 | 1 | -5 | -3 | -5 | 0.9

Following part.
Order of values: M5 PAM | M5 ag | M4 PAM | CHRM4 agonist | CHRM5 antagonist | CHRM4 antagonist | CHO-K1 Ca antag | M1 PAM parental | CHO-K1 Ca ag
- O=C(NCc1ccccc1)c1cc(-c2ccco2)on1
→ -6 | -2 | 1 | -1 | -2 | -2 | -33 | -8 | -0.3
- C/C(N)=C(/C#N)C(=O)COC(=O)CNS(=O)(=O)c1ccc(C)cc1
→ 5 | -1 | 6 | 2 | 4 | -3 | -11 | 20 | 2.0
- O=C(CSc1nnc(CNc2ccc(F)cc2)n1CC1CCCO1)N1CCOCC1 (configuration not stated)
→ -3 | 0 | -3 | 0 | 15 | 0 | 12 | -7 | 0.7
- COc1ccc(C(CNC(=O)/C=C/c2c(Cl)nc3ccccn23)N(C)C)cc1 (configuration not stated)
→ 3 | -6 | -12 | 1 | 9 | 13 | -13 | -18 | 0.3
- O=C(COC(=O)c1ccc(S(=O)(=O)NCc2ccco2)cc1)Nc1ncc(Cl)cc1Cl
→ -4 | 1 | -3 | 2 | 3 | -3 | -2 | 16 | 1.3
- CCOC(=O)Nc1ccc2c(c1)N(C(=O)N1CCN(C)CC1)c1ccccc1S2
→ -18 | -7 | -22 | 5 | 60* | 6 | -1 | 13 | 0.5
- CC(c1ccco1)N(C(=O)COc1ccc(Cl)cc1Cl)c1ccccn1 (configuration not stated)
→ -9 | 1 | -10 | 19 | -6 | -5 | -8 | 7 | 5.5
- NC1=NC2(CCCC2)N=C(Nc2ccccc2)N1
→ -2 | -18 | -8 | 0 | 0 | 2 | 14 | -18 | -0.2
- COc1ccc(Cl)cc1S(=O)(=O)NC(C)c1cnn(-c2ccccn2)c1C (configuration not stated)
→ 4 | 4 | -5 | 11 | -5 | -26 | 5 | -3 | 2.9
- O=C(N/N=C/c1cc(Br)ccc1OC(=O)c1ccc(Br)cc1)c1ccncc1
→ -3 | -2 | 0 | 5 | 10 | 0 | -21 | 15 | 1.9

Brought forward from above: 2 entries, followed by the next part.
Order of values: M5 PAM | M5 ag | M4 PAM | CHRM4 agonist | CHRM5 antagonist | CHRM4 antagonist | CHO-K1 Ca antag | M1 PAM parental | CHO-K1 Ca ag
- COc1ccc(Cl)cc1S(=O)(=O)NC(C)c1cnn(-c2ccccn2)c1C (configuration not stated)
→ 4 | 4 | -5 | 11 | -5 | -26 | 5 | -3 | 2.9
- O=C(N/N=C/c1cc(Br)ccc1OC(=O)c1ccc(Br)cc1)c1ccncc1
→ -3 | -2 | 0 | 5 | 10 | 0 | -21 | 15 | 1.9
- O=C1CC(=O)N(CCNc2ncc(C(F)(F)F)cc2Cl)C(=O)N1
→ -8 | 3 | 4 | 0 | 2 | 2 | 0 | 12 | -0.2
- NNC(=O)c1ccc(COCC(F)(F)F)cc1
→ -9 | 3 | -25 | 11 | 6 | 3 | -1 | 4 | 4.6
- Cc1ccc(S(=O)(=O)N(C)c2ccc(OC(=O)COc3ccccc3)cc2)cc1
→ 3 | -1 | 15 | 5 | 4 | -5 | 1 | 5 | 1.9
- c1ccc2c(c1)OCC(c1csc3ncnc(N4CCCCC4)c13)O2 (configuration not stated)
→ 0 | -6 | 9 | 2 | -7 | -6 | -2 | 12 | 0.3
- Cc1ccc(-c2nn(-c3ccccc3Cl)cc2C(=O)NCC2CCCO2)cc1 (configuration not stated)
→ -1 | 1 | -3 | 3 | 7 | -2 | -5 | 13 | 0.9
- O=c1c2ccccc2c(-c2ccccc2)nn1-c1ccccc1
→ -1 | -2 | 0 | -2 | -8 | -7 | -6 | 12 | 0.3
- CCOC(=O)C1=C(COC(=O)c2cc([N+](=O)[O-])ccc2Cl)NC(=O)NC1C (configuration not stated)
→ -5 | 0 | 5 | 5 | 2 | -15 | -7 | -2 | 1.9
- CCN1CCN(CC(O)COC(c2ccccc2)c2ccccc2C)CC1 (configuration not stated)
→ -4 | -6 | -7 | 0 | 11 | 18 | -2 | 8 | 3.2
- c1ccc(-c2cc3nc(NCc4cccs4)nc(NCc4ccc5occc5c4)c3s2)cc1
→ 0 | 1 | 5 | 0 | -1 | -1 | -14 | 22 | 1.9
- Cc1nonc1C(=O)N1CCCC(Nc2ccc(C(C)C)cc2)C1 (configuration not stated)
→ -4 | -4 | -8 | 3 | 13 | 9 | -3 | -7 | 2.5

The list continues.
Order of values: M5 PAM | M5 ag | M4 PAM | CHRM4 agonist | CHRM5 antagonist | CHRM4 antagonist | CHO-K1 Ca antag | M1 PAM parental | CHO-K1 Ca ag
- CC(C)N=C(NS(=O)(=O)NC(=O)c1ccccc1)c1ccccc1
→ -7 | -4 | -2 | 1 | 9 | -1 | 4 | -5 | 0.8
- Nc1ccc(Br)cc1-c1nc2ccccc2[nH]c1=O
→ 3 | -1 | 6 | 2 | 8 | -9 | -8 | 17 | 1.5
- CCCc1nc2c(C)cc(Br)cn2c1Cc1ccc(OC)cc1C
→ 8 | -5 | -8 | 1 | 7 | 0 | -17 | 12 | 1.5
- CC(=O)c1ccc(NC(=O)C[n+]2ccccc2)cc1
→ 4 | 0 | 9 | 2 | -1 | -1 | 1 | -6 | 0.7
- COc1ccc(S(=O)(=O)N(C)c2ccccc2)c2cccnc12
→ -2 | -1 | 3 | 3 | 12 | -18 | -14 | 17 | 1.8
- O=C(NCCCSc1ccccc1)c1ccc(=O)[nH]c1
→ -10 | -4 | -7 | 1 | 23 | 6 | -6 | -5 | 0.2
- O=C(COC(=O)CCCOc1ccc(Cl)cc1Cl)NCc1ccc(F)cc1
→ 1 | 1 | 5 | 1 | 1 | -2 | -6 | 10 | 1.6
- COc1ccc(C2SCC(C(=O)O)N2C(C)=O)cc1 (configuration not stated)
→ -5 | 1 | 0 | 0 | 7 | 3 | -3 | -4 | -0.1
- O=C(Nc1ccccc1)C(=O)Nc1ccc2c(c1)N(C(=O)C1CC1)CCC2
→ 1 | 2 | 17* | 7 | -4 | -12 | 8 | 10 | 3.4
- O=C(C(c1ccccc1)c1ccccc1)N1CCN(Cc2ccccn2)CC1
→ 5 | -6 | -1 | 0 | 1 | 4 | 17 | -9 | -0.3

Some of these compounds in order of molecular weight, descending.
Order of values: M5 PAM | M5 ag | M4 PAM | CHRM4 agonist | CHRM5 antagonist | CHRM4 antagonist | CHO-K1 Ca antag | M1 PAM parental | CHO-K1 Ca ag
- O=C(COC(=O)CCCOc1ccc(Cl)cc1Cl)NCc1ccc(F)cc1
→ 1 | 1 | 5 | 1 | 1 | -2 | -6 | 10 | 1.6
- CCCc1nc2c(C)cc(Br)cn2c1Cc1ccc(OC)cc1C
→ 8 | -5 | -8 | 1 | 7 | 0 | -17 | 12 | 1.5
- COc1ccc(S(=O)(=O)N(C)c2ccccc2)c2cccnc12
→ -2 | -1 | 3 | 3 | 12 | -18 | -14 | 17 | 1.8
- Nc1ccc(Br)cc1-c1nc2ccccc2[nH]c1=O
→ 3 | -1 | 6 | 2 | 8 | -9 | -8 | 17 | 1.5
